IL-2 act = activators of IL-2 | IL-2 activation reporter assay, cell-based qHTS; stimulated with anti-CD3/CD4/CD28 beads; in transgenic mouse T cells | activation, % (series mostly up to about 46 µM) | actives 0.065% (n = 360,000) | AID 652025; in the data active = activation above about 50%; inconclusive = mostly about 30% to 49%; note: 0% is about no effect
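Unstimulated transgenic mouse T cells; 60-min compound exposure; bead-based TCR/CD4/CD28 stimulation; 18 h culture, 37 degrees C; dual fluorescence (EGFP, DsRed) plate cytometry.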
HEK293 tox = cytotoxic in the GLP-1 receptor inverse agonist counter-screen | HEK293 cAMP-luciferase reporter cells, luminescence, 24 h | Potency, µM (series often up to 38.3 µM), for inactives: top-dose activity change, negative = inhibition, most hits filed as inhibitors | actives 0.13% (n = 410,000) | AID 624418;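 note: loss of luciferase light is scored as toxicity; potency is the fitted concentration of half-maximal effect; % is set by controls: 0 for no effect and ±100 for the full control effect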
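Here, cytotoxicity is scored as loss of luminescence. The MLSMR collection was tested on cells seeded in medium containing 10% Nu serum, with a 24 hr compound exposure preceded by 12 hours of culture.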
DRD3 agonist = D3 dopamine receptor (human) agonism | max activation, % | actives 0.58% (n = 410,000) | D3R DiscoveRx beta-arrestin cells, luminescence, 90 min; in the data active = max activation above about 30%; note: 0% is about no effect; mostly tested at two doses, the higher about 12 µM
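Agonist mode: compounds and dopamine controls were applied to plated cells for 90 min at 37 degrees C after an overnight attachment at 1500 cells/well. Luminescent read-out followed 30 - 60 minutes at room temperature with DiscoveRx detection reagent.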
WRN helicase inh = blocks human WRN helicase | Q14191 | WRN helicase unwinding, fluorescent forked duplex, kinetic | Potency, µM (highest dose often 114 µM), without a hit: at the highest dose activity change, negative = inhibition, usual class: inhibitors | actives 0.46% (n = 360,000) | AID 651768; note: potency is the fitted concentration of half-maximal effect; % is set by controls: 0 for no effect and ±100 for the full control effect; nearly all actives have a fitted effect of over 55% in size
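Screening of the MLSMR collection measured strand separation of a quenched forked DNA duplex (100 nM) by 20 nM WRN with 2 mM ATP, all final. Compounds were preincubated with enzyme 15 min at room temperature.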
D3 antag = antagonists of human D3 dopamine receptor; D3R cells, DiscoveRx beta-arrestin luminescence, antagonist mode; hits give low values; AID 652054; max response, negative = inhibition, %; actives 2.5% (n = 360,000); in the data active = max response below about -50%; inconclusive = no clear call, values can overlap the other calls; note: % is set by controls: 0 for no effect and ±100 for the full control effect; mostly tested at two doses, the higher about 12 µM
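Cells expressing the human receptor were seeded at 1500 cells/well, incubated overnight at 37 degrees C in 5% CO2, then exposed to library compounds with dopamine controls for 90 minutes at 37 degrees C before luminescent detection.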
PLK1 PBD block = blocks phosphopeptide binding to human PLK1 polo-box domain; P53350; Plk1 PBD binding of FITC phosphopeptide, fluorescence polarization; Potency, µM, inactives show max response, negative = inhibition, most hits filed as inhibitors; actives 2.8% (n = 360,000); AID 720504; note: potency is the fitted concentration of half-maximal effect; series mostly up to about 57 µM; % is set by controls: 0 for no effect and ±100 for the full control effect; nearly all actives have a fitted effect of over 65% in size
Target sequence (P53350 whole entry, looked up, the tested form may be a part): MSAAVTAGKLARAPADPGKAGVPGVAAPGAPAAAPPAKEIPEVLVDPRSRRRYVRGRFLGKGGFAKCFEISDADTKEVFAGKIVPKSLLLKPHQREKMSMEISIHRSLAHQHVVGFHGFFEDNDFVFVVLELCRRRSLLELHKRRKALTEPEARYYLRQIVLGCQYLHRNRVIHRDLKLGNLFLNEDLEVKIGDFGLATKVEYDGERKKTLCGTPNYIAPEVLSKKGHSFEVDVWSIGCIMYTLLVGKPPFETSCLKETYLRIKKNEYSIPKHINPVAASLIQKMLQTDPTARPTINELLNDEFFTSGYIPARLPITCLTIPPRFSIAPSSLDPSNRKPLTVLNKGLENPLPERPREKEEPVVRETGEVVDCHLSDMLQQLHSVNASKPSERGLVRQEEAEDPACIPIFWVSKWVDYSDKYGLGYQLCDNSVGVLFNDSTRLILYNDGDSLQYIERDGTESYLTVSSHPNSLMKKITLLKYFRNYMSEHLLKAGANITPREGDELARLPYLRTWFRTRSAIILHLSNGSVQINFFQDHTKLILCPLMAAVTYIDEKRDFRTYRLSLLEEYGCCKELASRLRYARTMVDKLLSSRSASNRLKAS
GLP-1R inv ag = GLP-1 receptor (human) inverse agonism; HEK293 GLP-1R CRE-luciferase, luminescence, 24 h; GLP-1R form is constitutively active; AID 624417; Potency, µM (highest dose often 38.3 µM), inactives show at the top dose activity change, negative = inhibition, most hits filed as inhibitors; actives 1.6% (n = 410,000); P43220; note: potency is the fitted concentration of half-maximal effect; % is set by controls: 0 for no effect and ±100 for the full control effect; nearly all actives have a fitted effect of over 55% in size
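Seeding at 200 cells/uL, 12 h culture, 24 hr compound treatment, then luciferase reagent and a luminescence read; cells are HEK293 stably expressing a constitutively active GLP-1R plus cAMP-responsive luciferase.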
PI5P4K alpha inh = inhibitors of human PI5P4K alpha; actives 1.2% (n = 330,000); max response, %; PI5P4Kalpha enzyme, ADP-Glo luminescence, 60 min; hits give low values; active = max response of -50% or lower; inconclusive = between -30% and -50%; inactive = -30% or higher; note: value at the top dose of about 77 µM; % is set by controls: 0 for no effect and ±100 for the full control effect
Target sequence (P48426 whole entry, looked up): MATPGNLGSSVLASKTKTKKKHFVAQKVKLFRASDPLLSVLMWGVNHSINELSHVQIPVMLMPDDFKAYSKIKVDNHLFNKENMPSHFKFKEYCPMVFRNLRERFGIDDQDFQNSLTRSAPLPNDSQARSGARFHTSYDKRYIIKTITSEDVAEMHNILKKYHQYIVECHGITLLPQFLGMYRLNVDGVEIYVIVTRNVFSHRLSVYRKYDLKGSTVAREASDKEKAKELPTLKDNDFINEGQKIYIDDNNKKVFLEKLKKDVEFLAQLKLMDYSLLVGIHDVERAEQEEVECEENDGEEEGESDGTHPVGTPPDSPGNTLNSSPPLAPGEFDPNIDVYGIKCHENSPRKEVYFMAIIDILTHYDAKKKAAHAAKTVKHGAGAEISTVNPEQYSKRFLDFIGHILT
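Enzyme plus substrate dispensed, test compounds pinned in, then ATP (5 microM final) added. After 60 min at RT, ADP-Glo reagent 1 for 45 min and reagent 2 for 30 min preceded luminescence imaging.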
GLP1R ag = GLP-1 receptor (human) agonism; actives 0.007% (n = 380,000); Potency, µM (titrated, usually from 45.6 µM), for the others: at the highest dose activation, most hits filed as activators; HEK293 GLP-1R CRE-luciferase, luminescence, 4-6 h; cells express a hypersensitive GLP-1R form; note: potency is the fitted concentration of half-maximal effect; % of control where 0% means no effect
* marks the source's active call; other numbers are inactive results; ? = inconclusive; . = no result given; [ ] = dose if it differs, or a comment. Unless noted, calls come from the whole dose curve; as a rule, active = well fitted curve in the direction sought with a large enough effect; inconclusive = small, poorly fitted or top-dose-only effect, or another doubt; inactive = no such curve, though single readings can be large; an effect the other way counts as inactive or inconclusive.

SMILES	IL-2 act	HEK293 tox	DRD3 agonist	WRN helicase inh	D3 antag	PLK1 PBD block	GLP-1R inv ag	PI5P4K alpha inh	GLP1R ag
CCOC(Cn1c(SCC(=O)Nc2cc(C)on2)nc2ccccc2c1=O)OCC	-1.9	2%	5	1%	6	-7%	-3%	-1	6%
CN(CC(=O)Nc1ccccc1Br)C(=O)Cn1[nH]c(=O)c2ccccc2c1=O	-0.7	0%	1	1%	14	-16%	4%	1	-3%
COC(=O)c1ccc(CNC(=O)CSC2=NCCS2)cc1	-0.9	-21%	15	8%[57.1 µM]	5	-11%	3%	13	2%
S=C(NCCCN1CCOCC1)N1CCOCC1	-1.0	18%	8	-6%	-14	-3%	10%	0	-1%
O=C(CC(O)(c1ccccc1)c1ccccc1)Nc1ccccn1	-3.4	2%	3	1%	2	4%	-29%	-1	-2%
COCCNC(=O)CSc1ncnc2sccc12	-1.3	7%	3	1%	-11	-1%	0%	4	-6%
CC1Cc2cc(S(=O)(=O)N3CCN(c4ccccc4)CC3)ccc2N1C(=O)C1CC1 (stereo unspecified)	0.8	2%	1	-2%	-8	4%	14%	5	-6%
COc1cccc(CN(CC2CCCO2)S(=O)(=O)c2ccc(-n3cnnn3)c(OC)c2)c1 (stereo unspecified)	-0.3	-2%	8	-4%	0	-23%	13%	1	11%
CCCCCCN1C[C@@H](O)[C@H](n2cc(C3CC3)nn2)C[C@@H]1c1ccccc1	-2.9	-10%	-4	-6%	-25	-9%	?	5	6%
C#CCn1c2ccccc2c(=O)n1C(C)C	-0.2	5%	-11	-10%	-25	-6%	24%	-3	-1%
CCOc1ccc(C(CCc2ccccc2)NC(=O)c2ccccc2)cc1OCC (stereo unspecified)	-2.0	-3%	2	1%	?	-1%	3%	.	-2%
O=C(CN1C(=O)COc2ccccc21)c1ccc(Cl)cc1	-1.6	12%	-4	-7%	4	-18%	?	1	-6%
CSc1nsc(SCC(=O)Nc2nc3ccccc3s2)n1	2.0	6%	2	-10%	3	-15%	-1%	0	10%
CC(=O)Oc1ccc(CCC(C)OC(C)=O)cc1 (stereo unspecified)	-1.8	6%	-1	0%	19	-7%	5%	.	-6%
CC(C)(C)OC(=O)NCCc1nnc(SCc2cccc(Cl)c2)o1	-1.1	6%	7	-4%	-2	0%	?	5	26%
O=C(NC1=NCCS1)c1ccc(F)c(S(=O)(=O)N2CCOCC2)c1	0.0	2%	1	4%	-5	-10%	36%[activator]	-2	-7%
N=C1SC(CC(=O)Nc2ccccc2[N+](=O)[O-])C(=O)N1c1ccccc1 (stereo unspecified)	0.6	-26%	-15	6%	-62*	0%	-5%	2	-8%
COc1cccc(NC(=O)Cn2c(=O)n(CCC(=O)NCc3ccccc3OC)c(=O)c3ccccc32)c1	.	-7%	-9	.	.	.	-7%	.	-1%
O=C(COc1ccc2c3c(c(=O)oc2c1)CCCC3)NCCCN1CCCC1=O	-0.1	0%	2	-2%	3	0%	136%[activator]	8	6%
COc1ccccc1-c1nc2ccccc2n(CC(C)C)c1=O	0.0	3%	-4	-10%	6	24µM*	-13%	-72*	.

Complete entries from above. Order of screens: IL-2 act	HEK293 tox	DRD3 agonist	WRN helicase inh	D3 antag	PLK1 PBD block	GLP-1R inv ag	PI5P4K alpha inh	GLP1R ag
`CC1Cc2cc(S(=O)(=O)N3CCN(c4ccccc4)CC3)ccc2N1C(=O)C1CC1` (stereo unspecified) as listed: 0.8	2%	1	-2%	-8	4%	14%	5	-6%
`S=C(NCCCN1CCOCC1)N1CCOCC1` as listed: -1.0	18%	8	-6%	-14	-3%	10%	0	-1%
`COc1cccc(NC(=O)Cn2c(=O)n(CCC(=O)NCc3ccccc3OC)c(=O)c3ccccc32)c1` as listed: .	-7%	-9	.	.	.	-7%	.	-1%
`CN(CC(=O)Nc1ccccc1Br)C(=O)Cn1[nH]c(=O)c2ccccc2c1=O` as listed: -0.7	0%	1	1%	14	-16%	4%	1	-3%

(more compounds)
SMILES	IL-2 act	HEK293 tox	DRD3 agonist	WRN helicase inh	D3 antag	PLK1 PBD block	GLP-1R inv ag	PI5P4K alpha inh	GLP1R ag
Cn1c(C(=O)N[C@@H](Cc2ccccc2)C(=O)NCCC(=O)O)cc2cc(Cl)ccc21	-0.5	-4%	-10	3%[57.1 µM]	-11	-10%	-19%	-5	9%
CC(C)CC1NC(=O)N(CC(=O)Nc2ccc(-c3ccccc3)cc2)C1=O (stereo unspecified)	0.5	-9%	-10	-3%	-28	-6%	?	-1	-2%
Cc1ccc(C(C)C)c(OCCN(C)C)c1	0.4	-7%	-7	4%	-75*	0%	-7%	3	-8%
Brc1cc2[nH]cnc2c2ccccc12	-0.2	7%	46*	1%	19	-28%	-8%	.	8%
COC(=O)/C=C(\Oc1ccccc1)C1(O)CCCCC1	0.4	-7%	-19	-27%	-17	-1%	29%	0	8%
O=C(OC(C(=O)NCc1cccs1)c1ccccc1Cl)c1ccco1 (stereo unspecified)	-2.0	4%	-7	-12%	-7	-10%	-1%	.	0%
Cc1cccc2cc(COC(=O)c3cccnc3)c(=O)[nH]c12	1.1	2%	8	0%	-1	2%	7%	2	10%
COc1cc([N+](=O)[O-])cc2sc(NC(=O)C(C)(C)C)nc12	-1.7	0%	3	0%	-10	4%	1%	-10	7%
CCC(C)NC(=O)CSc1nc2scc(-c3ccccc3)c2c(=O)[nH]1 (stereo unspecified)	-1.8	8%	9	-2%	20	-17%	-9%	-7	-1%
CCOC(=O)C1CCN(Cc2cc(=O)oc3cc(C)c(Cl)cc23)CC1	-0.5	2%	36*	14%	11	27µM*	22%	-7	10%
COc1ccc(C(C)NC(=O)Cc2ccc(Br)cc2)cc1 (stereo unspecified)	-0.1	-26%	-3	8%	8	0%	?	0	0%
O=[N+]([O-])c1cc(F)c2cccnc2c1O	-0.6	-23%	-13	7%	-3	?	?	-8	-3%
O=C(Cn1cnc2c(oc3ccccc32)c1=O)N1CCCc2ccccc21	1.5	-13%	-4	1%	-12	-8%	3%	.	1%
CCc1ccc(C(=O)OCC(=O)NC2CCCC2)cc1	-2.4	-7%	1	0%	17	-3%	?	-3	8%
CCOC(=O)C1=C(c2ccccc2)N=C2SCC(=O)N2C1c1ccc2c(c1)OCO2 (stereo unspecified)	0.8	-7%	3	6%	-16	-5%	3%	-5	-2%
CCC(CO)Nc1ccc(-c2n[nH]c(=O)c3ccccc23)cc1[N+](=O)[O-] (stereo unspecified)	-2.5	-21%	-21	-2%	?	2%	-17%	-7	8%
COc1ccc(C2CC(c3ccccc3)=NN2C(=O)CSc2ncn[nH]2)cc1 (stereo unspecified)	-0.4	1%	-10	-9%	-17	-8%	8%	-4	4%
O=C(Nc1ccc(Cl)c(C(F)(F)F)c1)C1Cc2c(-c3ccccc3)ccnc2O1 (stereo unspecified)	-0.3	7%	-1	-8%	?	1%	?	-3	0%
COc1cc(S(=O)(=O)Nc2ccc3nc(C)sc3c2)ccc1NC(C)=O	-0.2	-6%	2	-4%	-11	-3%	4%	-4	-5%
O=C(NCCCN1CCCC1=O)c1ccc(S(=O)(=O)Nc2cccc(C(F)(F)F)c2)cc1	0.3	-4%	3	-3%	8	0%	-22%	1	0%
COc1ccc(C(=O)NC2CCN(CC(=O)NCc3ccccc3)CC2)cc1	0.2	0%	-7	-2%	-16	-9%	-11%	2	-2%
CCCN(C(=O)Nc1cn(CC(C)C)c(=O)c2ccccc12)c1ccc(F)cc1	.	3%	-2	.	.	.	?	.	13%
CC(C)(C)Cc1nnc(NC(=O)c2ccco2)s1	0.6	6%	6	7%	-19	-3%	10%	-4	-5%
C[C@H](CO)N1C[C@H](C)[C@@H](CN(C)S(=O)(=O)c2ccccc2)Oc2ccc(NS(=O)(=O)c3cccs3)cc2C1=O	-0.2	2%	4	-4%	3	-11%	17%	-1	7%
CCN(CCn1cccn1)C(=O)CCc1nnc(Cc2c[nH]c3ccccc23)o1	-1.3	3%	1	4%	0	-8%	12%	5	-5%
CC/C(=N\NC(=O)c1cc(C)nc2ccccc12)c1ccc(C)s1	-5.8	?	10	2%	-15	-7%	-16%	-1	14%
CCCn1c(SCC(=O)Nc2ccc(Cl)cc2F)nc(O)cc1=O	-0.6	-9%	-7	-2%	2	-11%	11%	-14	-7%
CC(=O)Nc1ccc2c(c1)ncn2-c1ccc(C)cc1	0.1	-4%[0.307 µM]	-11	-7%	-12	-9%	0%[0.307 µM]	4	-7%
CCC(=O)N1CCc2cc(Br)cc(S(=O)(=O)NCCc3ccc(OC)c(OC)c3)c21	.	0%	8	.	.	.	3%	.	7%
CCOC(=O)C1CCCN(CCC(=O)Nc2c(C(=O)OC)[nH]c3cc(OC)ccc23)C1 (stereo unspecified)	1.7	4%	5	-1%	0	-1%	2%	-1	2%
C/C(=N\NC(=O)c1nnn(-c2nonc2N)c1CN1CCOCC1)c1ccc(CC(C)C)cc1	0.7	3%	-2	-5%	-1	-11%	-21%	3	-1%
CCOC(=O)c1cc[nH]c1C	0.2	0%	-2	3%	3	-11%	9%	0	-5%
CCc1nnc(NC(=O)C2CC(=O)N(CCc3ccc(F)cc3)C2)s1 (stereo unspecified)	-0.4	0%	-2	9%	-7	?	10%	-17	8%
CCNC(=O)c1cc2c(c(-c3cccc(-c4cccc(C(=O)N(C)C)c4)c3)n1)[C@@H](CCO)N(S(=O)C(C)(C)C)C2 (stereo partly specified)	1.0	-2%	7	-10%	6	-25%	35%[activator]	-13	2%
CC(C)(Oc1ccc(F)cc1)C(=O)OCC(=O)c1ccc(S(C)(=O)=O)cc1	-0.8	5%	-6	-6%	-10	-11%	-9%	-3	5%
O=C(COC(=O)c1ccc[n+]([O-])c1)Nc1cc([N+](=O)[O-])ccc1Cl	0.0	6%	2	-2%	-3	-5%	26%	-9	6%
CCOc1cc(/C=N/NC(=O)CN2CCCCC2)ccc1OCc1cccc(Cl)c1	0.0	-19%	3	3%	13	-5%	-47%	10	0%
O=C(Nc1ccc(N2CCCCC2)cc1)c1cccnc1Cl	4.0	-18%	4	-9%	-11	-8%	13%	-2	0%

Individual results from the results shown:
Value for `O=C(Nc1ccc(N2CCCCC2)cc1)c1cccnc1Cl` under DRD3 agonist: 4
Value for `CCN(CCn1cccn1)C(=O)CCc1nnc(Cc2c[nH]c3ccccc23)o1` under DRD3 agonist: 1

Compound activity: PubChem, National Center for Advancing Translational Sciences (NCATS)
